Compound activity from PubChem BioAssay.
TDP1 block: inhibitors of human tyrosyl-DNA phosphodiesterase TDP1; Q9NUW8; recombinant TDP1, AlphaScreen DNA substrate cleavage; Potency, µM (titrated, usually from 130 µM), without a hit: top-dose activity change, negative = inhibition, hits mostly inhibitors; actives 0.28% (n = 350,000); also: nearly all actives have a fitted effect of over 40% in size
Target sequence (Q9NUW8 whole entry, looked up): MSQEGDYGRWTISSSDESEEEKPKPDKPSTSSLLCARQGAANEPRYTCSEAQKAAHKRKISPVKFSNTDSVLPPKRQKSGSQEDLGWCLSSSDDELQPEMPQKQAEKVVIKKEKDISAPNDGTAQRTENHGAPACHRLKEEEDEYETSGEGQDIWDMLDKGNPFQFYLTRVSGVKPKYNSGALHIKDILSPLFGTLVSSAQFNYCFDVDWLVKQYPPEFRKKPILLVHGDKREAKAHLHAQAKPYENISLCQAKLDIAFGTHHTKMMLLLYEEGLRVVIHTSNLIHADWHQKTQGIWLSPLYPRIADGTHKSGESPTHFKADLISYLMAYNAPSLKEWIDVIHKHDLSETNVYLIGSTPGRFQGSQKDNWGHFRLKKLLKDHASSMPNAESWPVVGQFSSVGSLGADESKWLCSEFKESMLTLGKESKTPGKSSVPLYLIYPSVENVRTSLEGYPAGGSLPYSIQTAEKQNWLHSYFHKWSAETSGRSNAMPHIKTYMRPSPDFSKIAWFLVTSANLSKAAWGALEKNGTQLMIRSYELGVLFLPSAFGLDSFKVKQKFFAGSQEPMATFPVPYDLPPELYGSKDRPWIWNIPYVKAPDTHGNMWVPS
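Signal: AlphaScreen proximity between streptavidin donor and anti-FITC acceptor beads on intact substrate. Reaction: Tdp1 1 nM, substrate 15 nM final, 5 min RT after 15 min compound preincubation.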
FEN1 inhibitor: human FEN1 inhibition | P39748 | actives 0.35% (n = 390,000) | Potency, µM (top dose mostly 114 µM), without a hit: at the highest dose activity change, negative = inhibition, most hits filed as inhibitors | AID 588795 | Recombinant FEN1 flap cleavage, fluorescence, 15 min; also: nearly all actives have a fitted effect of over 65% in size
Target sequence (P39748 whole entry, looked up): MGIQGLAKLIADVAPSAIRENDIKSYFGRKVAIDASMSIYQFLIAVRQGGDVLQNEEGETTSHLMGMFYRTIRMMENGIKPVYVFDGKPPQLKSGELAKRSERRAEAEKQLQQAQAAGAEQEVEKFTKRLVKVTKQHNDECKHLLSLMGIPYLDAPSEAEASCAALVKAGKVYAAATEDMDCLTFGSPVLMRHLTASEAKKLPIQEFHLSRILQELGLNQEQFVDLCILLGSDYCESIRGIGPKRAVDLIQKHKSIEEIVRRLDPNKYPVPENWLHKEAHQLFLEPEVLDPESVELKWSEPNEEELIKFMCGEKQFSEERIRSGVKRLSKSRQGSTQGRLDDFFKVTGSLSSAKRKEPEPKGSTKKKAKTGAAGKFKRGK
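Potency values derive from four-parameter Hill fits of normalized qHTS data. The reaction used 10 nM FEN1 preincubated 15 min at room temperature with compound, then 50 nM DNA substrate, read at 0 and 15 min.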
N370S GC mod: inhibits or activates N370S mutant glucocerebrosidase; P04062; N370S GC spleen homogenate, 4MU-glucoside fluorescence; Potency, µM (titrated, usually from 59.4 µM), for inactives: at the top dose activity change, negative = inhibition, actives largely listed as inhibitors; actives 0.092% (n = 330,000); AID 2101;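 also: 0% = full enzyme activity and -100% = no enzyme basal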
Active calls of the source: *; u = inconclusive; x = no result given; & = joins results of further samples; [ ] = dose if it differs, or a comment. Calls follow the shape of the dose curve; as a rule, active = well fitted curve in the direction sought with a large enough effect; inconclusive = small, poorly fitted or top-dose-only effect, or another doubt; inactive = no such curve, though single readings can be large; an effect the other way counts as inactive or inconclusive. Unless noted, % is scaled to controls: 0 for no effect and ±100 for the full control effect; potency is read from the fitted curve at half-maximal effect. No enrichment for hits, and some 0.53% of all compounds hit somewhere here.

SMILES	TDP1 block	FEN1 inhibitor	N370S GC mod
Clc1cccc(-c2ccc(CNCc3ccccn3)o2)c1	x	-7%	-5%
Cc1ccc(S(=O)(=O)C2(C(=O)Nc3ccc(C(C)C)cc3)CC2)cc1	-2%&2%	3%&4%	-4%
Cc1ccc(OC(=O)C2c3ccccc3Oc3ccccc32)cc1C	-2%	-15%	5%
CS(=O)(=O)c1ccc(-c2nnc(NC(=O)C3=COCCO3)o2)cc1	x	-3%	3%
Cc1ccc(-c2c3c(=O)n(C)c(=O)n(C)c3cn2N2CCOCC2)cc1	5%	6%	-1%
Cc1nc(SCC(=O)c2ccc(F)cc2)n[nH]1	10%	2%	-26%
COc1ccc(C(C(=O)NC2CCCC2)N(CCN2CCOCC2)C(=O)c2ccc(OC)c(OC)c2)cc1 (stereo unspecified)	-2%	-6%	4%
CN(C1CCCCC1)S(=O)(=O)c1cc2c3c(c1)CCN3C(=O)CC2	-1%[0.505 µM]	-3%	-15%
CCc1c(C(=O)NCCc2ccc(OC)c(OC)c2)[nH]c(C)c1C(C)=O	1%	0%	2%
Cc1c(C(=O)OC2CCCCCC2)[nH]c2c1C(=O)CC(c1ccc(Cl)cc1)C2 (stereo unspecified)	-2%	10%	x
COCC(=O)NCCc1nc(-c2ccccc2)cs1	1%	2%	-2%
COc1ccc(Sc2cc(C(F)(F)F)nc(-c3ccccn3)n2)cc1	-2%	-12%	21%
O=C1CC(c2cccs2)CC2=C1C(c1ccccc1)n1ncnc1N2 (stereo unspecified)	7%	-4%	11%
COCCNC(=O)CCn1nc(-c2ccc(C)cc2)ccc1=O	x	-9%	-4%
CCOC1=C/C(=C/c2c(N)n3nc(CC(=O)N4CCCCC4)sc3nc2=O)C=CC1=O	1%	-15%	-15%
Cn1c(NCCO)nc2c1c(=O)n(Cc1cccc(Cl)c1)c(=O)n2C	x	10%	-18%
Cc1cccc(C)c1OCc1nc2c3c(-c4ccccc4)c(-c4ccccc4)oc3ncn2n1	3%[2.28 µM]	-1%	x
CCOC(=O)c1c(C)[nH]c(C(=O)COC(=O)c2[nH]c(C)c(C(C)=O)c2C)c1C	2%	-3%	3%
CCOc1c2ccccc2nn1CCOC	-2%	10%	2%
CCSC(=N)N	8%	-3%	-1%&-1%&23%&-4%

Look-ups from the entries so far:
`COCCNC(=O)CCn1nc(-c2ccc(C)cc2)ccc1=O` – FEN1 inhibitor = -9%
`Cc1cccc(C)c1OCc1nc2c3c(-c4ccccc4)c(-c4ccccc4)oc3ncn2n1` – FEN1 inhibitor = -1%
`Cn1c(NCCO)nc2c1c(=O)n(Cc1cccc(Cl)c1)c(=O)n2C` – N370S GC mod = -18%

A run of entries from the list above, for reference:
SMILES	TDP1 block	FEN1 inhibitor	N370S GC mod
COCC(=O)NCCc1nc(-c2ccccc2)cs1	1%	2%	-2%
COc1ccc(Sc2cc(C(F)(F)F)nc(-c3ccccn3)n2)cc1	-2%	-12%	21%

Additional records
SMILES	TDP1 block	FEN1 inhibitor	N370S GC mod
CC(=O)N1CCC(N(CCN2CCOCC2)C(=S)Nc2cccc(C)c2C)CC1	-2%	0%	14%
CC1(C)Cc2ccccc2-c2nc(NCCCO)[nH]c(=O)c21	-2%	2%	2%
CCOC(=O)N1CCN(Cc2nc3c(c(=O)[nH]c(=O)n3C)n2CCCc2ccccc2)CC1	3%	0%	-10%
COc1ccc(/C=C2\SC(=O)N(CCC(=O)N3CCCCC3)C2=O)cc1OC	x	7%	-9%
Cc1ccc2nc(NC(=O)CSc3nccn3Cc3ccccc3)sc2c1	8%	2%	x
COc1ccc2c(COC(=O)CCS(=O)(=O)c3ccc(C)cc3)cc(=O)oc2c1	-10%	-3%	1%
O=C(NNC(=O)c1ccc([N+](=O)[O-])cc1)NC1CCCCC1	0%	18%	6%
CCCCn1c(=O)c2oc3ccccc3c2n(CC(=O)Nc2ccc(CC)cc2)c1=O	3%	1%	x
Cc1cc(NS(=O)(=O)c2ccccc2)c([N+](=O)[O-])cc1C	6%	-10%	29%
O=C(Nc1cccc(C(F)(F)F)c1)c1cc(S(=O)(=O)N2CCCCC2)ccc1N1CCOCC1	-2%	10%	2%

Given with bars between the fields: entries from further up
Molecule | TDP1 block | FEN1 inhibitor | N370S GC mod
Cc1cc(NS(=O)(=O)c2ccccc2)c([N+](=O)[O-])cc1C | 6% | -10% | 29%
O=C(Nc1cccc(C(F)(F)F)c1)c1cc(S(=O)(=O)N2CCCCC2)ccc1N1CCOCC1 | -2% | 10% | 2%

Other structures:
SMILES	TDP1 block	FEN1 inhibitor	N370S GC mod
COC(=O)c1ccc(S(=O)(=O)N2CCCCCC2)n1C	3%	17%	1%
COc1ccccc1C1(O)CCN(C(=O)c2cccs2)CC1	6%	1%	1%
O=C(O)CN1CCc2ccccc2C1	-6%	6%	1%
Cc1cccc(C2c3[nH]c4ccccc4c3CCN2C(=O)c2nn(C)c(=O)c3ccccc23)n1 (stereo unspecified)	5%	-25%	3%
O=C(Nc1ccc2oc(-c3cccnc3)nc2c1)c1ccc2c(c1)OCCO2	3%	u	11%
CCc1ccc2c(CC(=O)Nc3cccc(S(=O)(=O)N4CCOCC4)c3)coc2c1	2%	-24%	x
CCc1ccc(CN2CCC(Oc3ccc(C(=O)N4CCCC4)cc3)CC2)cc1	4%	8%	-6%
OC(COC(c1ccccc1)c1ccccc1)CN1CCOCC1 (stereo unspecified)	0%	-3%	-18%
S=C(Nc1ccccc1)N1CCOCC1	5%	7%	7%
CN(C)CCn1c(=N)n(CC(O)c2ccc(Cl)c(Cl)c2)c2ccccc21 (stereo unspecified)	0%	11%	-19%
O=C(Nc1ccc(OC(F)F)cc1)c1cc(S(=O)(=O)N2CCOCC2)ccc1F	3%	-1%	-7%
O=C(Cc1ccc(F)cc1)NCCc1csc2nc(-c3ccc(Cl)cc3)nn12	3%	-6%	x
CCCn1c(C)cc(/C=C(\C#N)C(=O)OCC(=O)Nc2ccc(OC)c(Cl)c2)c1C	-3%	-2%	21%
Cc1ccc(-c2nc3ccccc3c(=O)n2O)cc1	x	8%	-5%
CCOC(=O)C1CCCN(S(=O)(=O)c2cc(OCC(=O)NC3CCCCC3)c(C)cc2Cl)C1 (stereo unspecified)	2%	-23%	9%
CC1S/C(=N/N=C/c2ccco2)N(Cc2ccccc2)C1=O (stereo unspecified)	0%	-11%	-15%
CC(/C=C/c1ccccc1)=N\NC(=O)CNC(=O)c1ccccc1Cl	5%	4%	-20%
CC1CCN(CC(=O)N2CCCc3c2c(=O)oc2ccc(OCc4ccccc4)cc32)CC1	4%	-21%&-10%	-11%
O/N=C(/CCc1ccccc1)C1(O)CCCCC1	0%	4%	1%
COc1ccccc1CNc1ncnc2c1cnn2-c1ccccc1	x	-1%	11%
O=C(CCl)N(Cc1cccc([N+](=O)[O-])c1)c1cccc(Cl)c1	1%	-11%	0%
Cc1sc2ncnc(N3CCN(S(=O)(=O)c4ccc(C(C)(C)C)cc4)CC3)c2c1C	4%	-20%	x
CCOC(=O)C1=C(N)c2ccccc2CC1C1CCCC1 (stereo unspecified)	6%	1%	-3%
CC(=O)N1CC(C)Sc2ccc(S(=O)(=O)NCc3ccc(F)cc3)cc21 (stereo unspecified)	0%	-15%	-5%
Cc1nc2ccc(NC(=O)c3cc([N+](=O)[O-])cc([N+](=O)[O-])c3Cl)cc2s1	2%	0%	5%
CCC(Sc1ccccn1)C(=O)Nc1nnc(C)s1 (stereo unspecified)	-2%	11%	4%
COC(=O)c1cccc(Nc2ncnc3sccc23)c1	5%	11%	-1%
Cc1cc(NC(=O)Cc2ccccc2)c2ccccc2n1	3%	15%	1%
COC(=O)c1cc(C(=O)OC)n(Cc2ccc(Cl)cc2Cl)n1	2%	-19%	4%
Cc1ccccc1OCC1Cn2c(nc3c2c(=O)[nH]c(=O)n3C)O1 (stereo unspecified)	-4%	-6%	5%

Record cards (already shown):
`CC1CCN(CC(=O)N2CCCc3c2c(=O)oc2ccc(OCc4ccccc4)cc32)CC1` is listed as TDP1 block: 4%; FEN1 inhibitor: -21%&-10%; N370S GC mod: -11%
`CCCCn1c(=O)c2oc3ccccc3c2n(CC(=O)Nc2ccc(CC)cc2)c1=O` is listed as TDP1 block: 3%; FEN1 inhibitor: 1%; N370S GC mod: x

More structures
SMILES	TDP1 block	FEN1 inhibitor	N370S GC mod
CN(C(=O)c1ccccc1C(=O)c1ccccc1)C1CCS(=O)(=O)C1 (stereo unspecified)	6%	0%	1%
Cc1ccc(NC(=O)NC2CCCCCCC2)cc1	-6%	-14%	-7%
CC(=O)c1cc(C#N)c(N2CCCCC2)nc1C	0%	-15%	u
C[C@H]1Cc2c(-c3ccccc3)nc3c(c2CO1)CN(C(=O)NCCc1c[nH]c2ccccc12)CC3	-1%[12.3 µM]	x	-11%[12.8 µM]
Cc1cccc2cc(CN(Cc3ccco3)C(=O)N3CCCC3)c(=O)[nH]c12	5%	x	-3%
CCCCN(C(=O)C1=NN(c2ccccc2)C(=O)CC1)c1c(N)n(CC(C)C)c(=O)[nH]c1=O	2%	-12%	x
CCC1CN(C(=O)N2CCC(C(=O)NCCc3ccccc3C)CC2)c2ccccc2O1 (stereo unspecified)	6%	2%	x
CC1(C)Cc2nc(-c3ccccc3)nc(SCC(O)CO)c2CO1 (stereo unspecified)	4%	-15%	8%
CCCOc1ccc(NC(=O)C2CC(=O)N(C(C)C)C2)cc1 (stereo unspecified)	1%	2%	-7%
COC(=O)c1c(C)cc(OC(=O)c2c(C)cc(O)c(C=O)c2O)c(C)c1O	3%	x	-5%
CCOc1ccccc1NC(=O)C1C2C=CC(C2)C1C(=O)O (stereo unspecified)	-2%	1%	-22%
CCOC(=O)C1=C(C)N[C@@]2(O)c3ccccc3C(=O)[C@@]12O	4%	-1%	3%
Cc1cccn2c(=O)c(/C=N/O)c(N3CCCCC3)nc12	4%	-1%	11%
COc1ccc(OC(=O)CN2C(=O)C3C4CCC(C4)C3C2=O)cc1 (stereo unspecified)	-1%	-2%	3%
CCCCCCC(=O)Nc1nc(C)c(-c2csc(Nc3cc(Cl)ccc3OC)n2)s1	9%	-18%	-4%
CCOC(=O)Cc1nc2ccccc2o1	6%	x	-8%
CSc1nnc2n(C)c3c(c(=O)n12)C1(CCCC1)Cc1ccccc1-3	3%	-2%	9%
COC(=O)Cn1cnc2c(cnn2-c2ccc(C)cc2)c1=O	x	20%	-11%
CC(C)Oc1ccc(S(=O)(=O)N2CCOCC2)cc1NC(=O)CC1CCCC1	0%	-16%	x
O=C(CN1CCCCC1)Nc1cc(Cl)ccc1Cl	-3%	-4%	-1%
CC1CN(C(=O)CCC(=O)NCCCc2ccccc2)c2ccccc2O1 (stereo unspecified)	x	26%	-26%
CN(Cc1ccccc1)C(=S)Nc1ccc(OC(F)F)cc1	-1%	9%	6%
COc1ccc(OC)c(NC(=O)CCn2cccc2)c1	6%	-10%	-24%
CC(Sc1nc2ccc(Br)cc2[nH]1)C(=O)O (stereo unspecified)	3%	-1%	-21%
CCN(CC)S(=O)(=O)c1ccc(N2CCOCC2)c(NC(=O)c2cc(-c3ccccn3)nc3ccccc23)c1	5%	-15%	-16%
COc1ccc(C(=O)NNC(=O)c2cc(C)nc3ccccc23)cc1	-1%	-2%	x
O=C(NCc1ccco1)c1ccc2c(=O)n(CCC3=CCCCC3)c(=O)[nH]c2c1	-3%	-5%	-2%
CCCOc1ccc(C2c3c(-c4ccccc4O)n[nH]c3C(=O)N2Cc2ccncc2)cc1OCC (stereo unspecified)	5%	-3%	x
COc1cccc(CNC(=O)Cn2c(=O)cc(C(F)(F)F)c3c(C)nn(C)c32)c1OC	6%	11%	x
CCOC(=O)C1CCCN(C(=O)C2CCC(CNS(=O)(=O)c3ccc(NC(C)=O)cc3)CC2)C1 (stereo unspecified)	5%	-5%	u
CCOc1ccc(S(=O)(=O)N2CCN(CN3C(=O)CC4(CCCC4)C3=O)CC2)cc1	0%[56.1 µM]	-3%	x
CC1=CC(C)(C)n2c(O)c(N=N)c3c(C)c(C)cc1c32	11%	-25%	-10%
CCC(=O)Nc1ccc(C(=O)Nc2cccnc2)cc1	7%	-4%	-4%
CCN1CCCC1CN(Cc1cc2cc(OC)ccc2[nH]c1=O)C(=O)NCc1ccccc1 (stereo unspecified)	-1%	-11%	3%
CN(CC(=O)Nc1ccc(Cl)cc1)C(=O)CCNC(=O)c1ccc(Cl)cc1	2%	-11%	x
CCc1ccc(CN(C)C(=O)c2cc(COc3ccc(OC)cc3Cl)on2)nc1	1%	-2%	-12%
O=C(O/N=C1\CCS(=O)(=O)c2sccc21)c1ccccc1	-9%	-3%	9%
O=C(CN1CCCCCCC1)N/N=C/c1ccc([N+](=O)[O-])o1	x	-18%	-11%
CCCCC(=O)Nc1nnc(C2=COCCO2)o1	7%	2%	5%
Oc1ccc(N=C/C=C/c2ccc(Br)cc2)cc1-c1nc2ccccc2s1	-1%	x	-13%
Nc1[nH]c(N=NC(=O)c2ccccc2O)c2ccccc12	5%	-1%	11%
